PvdQ acylase = blocks Pseudomonas aeruginosa PvdQ acylase activity | 0.063% of 340,000 active | inhibition, % at 10 µM | AID 488965 | purified PvdQ acylase, fluorescence plate reader; in the data active = inhibition above about 30%, passing the limit was not always enough;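 also: 0% = vehicle neutral wells and 100% = reference inhibitor wells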
Tat export inh = inhibitors of E. coli Tat protein transport; inhibition, % at 10 µM; E. coli MC4100 TorA-mCherry Tat export, fluorescence; 0.036% of 340,000 active;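 active = mean replicate inhibition at least 50% and at least half of replicates individually reaching 50%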;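 also: exported cargo escapes ClpAP degradation while cytoplasmic cargo is degraded and loses fluorescence; 0% = median of neutral control wells and 100% = median of NaSCN control wells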
phage Ecoli inh = E. coli growth loss with phage present | inhibition, % at 11.9 µM | 0.26% of 360,000 active | growth absorbance; in the data active = inhibition above about 11%
Rtt109 Vps75 = blocks Candida albicans Rtt109/Vps75 acetyltransferase activity | inhibition, % at 34.9 µM | Q5AAJ8 | 0.16% of 330,000 active | AID 540336 | purified Rtt109/Vps75, ThioGlo CoA-SH fluorescence, 4 h;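 active = inhibition of at least 50% in every replicate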
Wnt bcat act = Wnt/beta-catenin pathway activation; activation, % at 9.35 µM; 1.2% of 300,000 active; Wnt/beta-catenin reporter cell assay, activator, plate reader; AID 743398; in the data active = activation above about 30%, passing the limit was not always enough;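 also: 0% = neutral control wells and 100% = positive control wells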
AddAB inh = less growth of phage-infected E. coli with AddAB. E. coli expressing H. pylori AddAB, absorbance growth. inhibition, % at 11.9 µM. 0.29% of 330,000 active. AID 435030; in the data active = inhibition above about 12%;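 also: 0% = vehicle wells of infected cells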
DAGLB inhibitor = blocks human DAGLB lipase activity. Q8NCG7. HEK293T DAGLB membrane lysate, EnzChek fluorogenic substrate. inhibition, % at 5.17 µM. 0.059% of 340,000 active; in the data active = inhibition above about 34%;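 also: 0% = enzyme with vehicle and 100% = wells lacking enzyme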
Target sequence (Q8NCG7 whole entry, looked up): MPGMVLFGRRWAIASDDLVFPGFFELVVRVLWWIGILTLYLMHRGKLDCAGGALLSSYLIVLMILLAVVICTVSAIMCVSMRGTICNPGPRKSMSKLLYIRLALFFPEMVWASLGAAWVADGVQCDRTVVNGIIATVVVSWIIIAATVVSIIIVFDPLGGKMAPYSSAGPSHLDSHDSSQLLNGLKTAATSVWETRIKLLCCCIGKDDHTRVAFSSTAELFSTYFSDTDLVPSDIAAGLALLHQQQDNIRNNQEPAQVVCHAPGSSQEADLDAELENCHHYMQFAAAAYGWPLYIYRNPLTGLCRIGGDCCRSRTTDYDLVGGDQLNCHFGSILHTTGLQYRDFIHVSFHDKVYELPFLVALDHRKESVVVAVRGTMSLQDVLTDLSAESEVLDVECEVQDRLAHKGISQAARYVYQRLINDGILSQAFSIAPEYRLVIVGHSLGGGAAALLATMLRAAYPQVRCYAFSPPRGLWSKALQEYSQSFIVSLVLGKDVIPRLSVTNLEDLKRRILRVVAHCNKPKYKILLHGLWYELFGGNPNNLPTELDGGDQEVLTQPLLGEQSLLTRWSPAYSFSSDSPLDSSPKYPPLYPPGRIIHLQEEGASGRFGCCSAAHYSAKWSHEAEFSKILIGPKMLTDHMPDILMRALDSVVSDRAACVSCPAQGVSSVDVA
CAL PDZ FP = inhibitors of human CAL PDZ peptide binding | AID 504414 | inhibition, % at 20 µM | Q9HD26 | 0.02% of 330,000 active | purified CAL PDZ, TMR-peptide fluorescence polarization, 1 h;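 active = highest replicate inhibition of at least 40%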;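 also: plate controls were DMSO neutral control wells for no effect and unlabeled competitor peptide control wells for full effect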
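Test system: purified CerCALP PDZ construct; Compound dosing: one concentration, 20 µM compound; Also added: TMR-labelled reporter peptide T*-PRC34 bound in PDZ groove; Read-out: inhibition from polarization loss; Controls: unlabelled peptide and DMSO controls; Signal: FP readout, S and P plane fluorescence; Incubation: 1 h at RT.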
PfHsp90 set2 = inhibits growth of yeast expressing Plasmodium falciparum Hsp90 | S. cerevisiae expressing PfHsp90, BacTiter-Glo ATP, 48 h; yeast lacking PDR1 and PDR3 efflux regulators | inhibition, % at 9.4 µM | 0.32% of 310,000 active;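 active = every replicate shows inhibition above about 80%, whatever the replicate mean, limit read from the data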;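 also: 0% = DMSO neutral controls and 100% = 20 µM radicicol positive controls; yeast relying on Plasmodium falciparum Hsp90 in place of its own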
E coli growth = bacterial growth inhibition, counter-screen for AddAB inhibitors | E. coli V3065 growth, OD600 absorbance, 18 h | inhibition, % at 11.9 µM | 0.27% of 330,000 active;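 active = inhibition above the campaign's mean inhibition across all tested compounds plus 3 SD, cut at about 9.9% in these data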;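 also: uninfected addAB+ strain grown without phage in ampicillin broth; 0% = DMSO wells and 100% = ciprofloxacin 0.95 µg/ml wells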
* = called active by the depositor; / = not tested or not shown.

| nr | compound | PvdQ acylase | Tat export inh | phage Ecoli inh | Rtt109 Vps75 | Wnt bcat act | AddAB inh | DAGLB inhibitor | CAL PDZ FP | PfHsp90 set2 | E coli growth |
| --- | --- | --- | --- | --- | --- | --- | --- | --- | --- | --- | --- |
| 1 | Cc1ccc(OC(C)C(=O)Nc2ccncc2)cc1 (stereo unspecified) | -21 | -4 | 1.7 | 2 | -4 | 3.3 | -4 | 0.4 | -12 | -1.6 |
| 2 | CC(C)(C)c1ccc(NC(=O)COC(=O)CCN2C(=O)c3cccc([N+](=O)[O-])c3C2=O)cc1 | 0 | 0 | 4.7 | 24 | / | 1.2 | -1 | -2.2 | -24 | -0.7 |
| 3 | O=C(O)CCC(NC(=O)C1CCCN1C(=O)OCc1ccccc1)C(=O)O (stereo unspecified) | -18 | 16 | 6.1 | -5 | -1 | 1.4 | 1 | -0.2 | 23 | 1.7 |
| 4 | O=C(N1CCN(S(=O)(=O)c2ccc(Cl)cc2)CC1)n1ccnc1 | -6 | 5 | 2.7 | 0 | 0 | 1.5 | 1 | -1.4 | / | 0.4 |
| 5 | Cc1ccc(-c2nc3ccccc3c(=O)n2NC(=S)N(C)C)cc1 | -6 | 0 | 1.9 | 7 | 3 | 2.1 | -2 | -1.2 | 14 | 1.6 |
| 6 | COc1cccc2c1C(CO)N1C(C#N)C3CC(C(=O)O)C(C1C2)N3C (stereo unspecified) | -9 | -7 | 10 | -10 | -25 | 8.4 | -3 | 0.9 | / | 1.8 |
| 7 | COc1ccc(N/C(=N\c2nc(C)cc(C)n2)NC(=O)C(C)C)cc1OC | -8 | -5 | 3.7 | -6 | / | 1.6 | -2 | -1.7 | -7 | -1.7 |
| 8 | O=c1[nH]c2ccccc2cc1CN(Cc1ccco1)S(=O)(=O)c1ccc(F)cc1 | -4 | 4 | -1.0 | 0 | -3 | 3.4 | 2 | -1.0 | 8 | 0.2 |
| 9 | CN(C1CCCCC1)S(=O)(=O)c1ccc2c(c1)c(=O)c(C(=O)NCCCN1CCCC1)cn2C | 3 | 4 | 3.3 | 1 | -4 | 5.3 | 1 | -0.4 | -12 | -1.8 |
| 10 | CCC(C)C(=O)Nc1ccc(S(=O)(=O)N2CCCC2)cc1 (stereo unspecified) | -12 | -8 | -1.2 | -2 | 0 | 3.7 | -1 | -4.2 | -1 | 0.7 |
| 11 | O=C(c1cc(S(=O)(=O)N2CCOCC2)c(Cl)cc1Cl)N1CCCC1 | -4 | 10 | -1.3 | -8 | -4 | / | 0 | -2.7 | 17 | / |
| 12 | Cc1cccc(CCNS(=O)(=O)c2ccc3c(c2)oc(=O)n3C)c1 | 7 | 1 | 0.2 | 0 | / | 1.0 | 0 | 0.0 | 9 | 0.6 |
| 13 | CC1Cc2ccccc2N1C(=O)Cn1c(=O)oc2cc(S(=O)(=O)NC3CCCC3)ccc21 (stereo unspecified) | 1 | 13 | 0.5 | 27 | -6 | 2.3 | 2 | -2.8 | -18 | 0.0 |
| 14 | O=C(c1ccc(NS(=O)(=O)c2ccc(F)cc2)cc1)N1CCN(c2ccccc2O)CC1 | -14 | 4 | 2.5 | -2 | 5 | 0.6 | 1 | -2.1 | -15 | 1.8 |
| 15 | CCSc1nc2sc3c(c2c(=O)[nH]1)CC(C)(C)OC3 | -10 | -4 | 1.6 | -4 | 1 | -0.2 | 0 | -0.9 | -27 | -0.6 |
| 16 | COC(CNC(=O)C1CCCN(S(=O)(=O)c2ccc3c(c2)oc(=O)n3C)C1)OC (stereo unspecified) | -11 | -4 | 3.0 | 16 | -2 | 0.3 | -1 | -1.2 | -15 | -0.7 |
| 17 | Cc1ccc(NC(=O)c2cc(NC(=O)CCC(=O)O)ccc2N2CCCCC2)cc1 | -11 | -3 | 1.6 | -1 | -3 | 1.6 | 3 | -2.6 | 6 | -1.1 |
| 18 | CCOc1cc(C(=O)N/N=C/C(Br)=C/c2ccccc2)cc(OCC)c1OCC | -14 | -4 | 5.3 | -3 | / | 5.4 | -12 | -1.0 | -70 | 3.0 |
| 19 | Cc1ccc(S(=O)(=O)N(C)c2nc3ccccc3[nH]c2=S)cc1 | -7 | 6 | 2.2 | 1 | 9 | -0.4 | 0 | -1.5 | -52 | -1.9 |
| 20 | COC(=O)CSc1nnc(CNS(=O)(=O)c2ccc(C)cc2)n1C | -14 | 2 | 1.3 | 4 | / | 3.2 | -2 | 1.1 | 23 | 0.9 |
| 21 | COc1cccc(NC(=S)N(CCCN2CCOCC2)C(C)c2cc3cccc(OC)c3o2)c1 (stereo unspecified) | -2 | 2 | 1.7 | -6 | 1 | -0.4 | -3 | 0.7 | -28 | 1.1 |
| 22 | Cc1cc(F)c(F)c(C(=O)N2CCOCC2)c1Cl | -10 | 5 | 0.3 | 8 | -1 | 2.1 | -2 | -0.8 | 3 | -2.8 |
| 23 | CCS(=O)(=O)Nc1c(C(=O)OC)[nH]c2ccccc12 | 3 | -14 | 4.4 | -12 | -1 | -0.7 | 1 | 0.5 | 1 | -0.8 |
| 24 | CC(C)C(NC(=O)c1ccco1)C(=O)NCc1ccc(C(=O)O)cc1 (stereo unspecified) | 7 | -3 | 1.6 | 8 | 2 | 4.5 | 0 | -2.9 | -15 | 1.5 |
| 25 | O=C(Nc1ccc(F)cc1F)c1ccc2ncsc2c1 | 0 | 1 | 1.3 | -3 | 5 | 0.7 | 1 | -2.8 | -4 | -0.2 |
| 26 | CN(C(=O)CO/N=C/c1ccc(Cl)cc1)c1ccccc1 | -12 | 3 | 2.2 | 0 | -1 | 2.0 | -1 | -1.2 | / | -0.8 |
| 27 | Cc1cc(-c2ccccc2)cc(C)n1 | -3 | -4 | -0.7 | 3 | -5 | / | 0 | -1.1 | -6 | / |
| 28 | COc1ccccc1NC(=O)CSc1nnc(NC(=O)C2CC2)s1 | 11 | -3 | 3.1 | 5 | -1 | 3.9 | -3 | -2.5 | -15 | -1.2 |
| 29 | Clc1cccc(CN2C3=NCCCN3c3ccccc32)c1 | -12 | 1 | 3.0 | 5 | 0 | 0.6 | 3 | 0.3 | 21 | 0.5 |
| 30 | COc1ccc(C2C(C(=O)c3sc(C)nc3C)=C(O)C(=O)N2CCN(C)C)cc1 (stereo unspecified) | -2 | -2 | -1.7 | 26 | / | 2.8 | 1 | 0.4 | -7 | 2.2 |
| 31 | O=c1[nH][nH]c2ccccc2c1=O | -4 | -5 | 2.4 | 0 | -2 | 2.2 | / | -0.3 | -20 | 1.3 |
| 32 | Cc1cnc(=O)[nH]c1SCc1ccccc1F | 2 | 2 | -0.2 | 2 | -1 | 1.4 | 1 | 0.1 | -30 | -0.1 |
| 33 | Cn1nc(C(C)(C)C)cc1NC(=O)Nc1cc(Cl)cc(Cl)c1 | -11 | 1 | 6.1 | 6 | -2 | 3.7 | 1 | -0.4 | -27 | 3.1 |
| 34 | COCCCNC(=O)c1ccc(NS(C)(=O)=O)cc1 | 10 | -1 | 0.9 | -6 | -1 | 3.1 | 0 | -1.0 | 18 | -0.1 |
| 35 | O=C1c2cc3ccccc3c(-c3ccccc3)c2C(=O)N1c1ccccn1 | -4 | -2 | 0.9 | 11 | / | 4.2 | -1 | -3.4 | -3 | 0.5 |
| 36 | COc1ccc(NC(=O)CN(c2cccc(F)c2)S(C)(=O)=O)cc1OC | -8 | 7 | 1.1 | 1 | / | 0.9 | -2 | -0.7 | 5 | -2.7 |
| 37 | CC(Nc1nc(-c2ccc(F)cc2)cs1)c1nc2cc(Cl)c(N3CCCCC3)cc2n1CCCO (stereo unspecified) | -1 | -17 | 2.2 | -7 | -6 | 4.2 | 5 | 0.3 | -22 | -1.5 |
| 38 | CC(C)(C)C(=O)N1CCN(c2ccc(NC(=O)c3ccco3)cc2)CC1 | 2 | -7 | 2.7 | -1 | 1 | 2.4 | -1 | 0.2 | 9 | 1.0 |
| 39 | Nc1c(C(=O)NCc2ccc(Cl)cc2)sc2nc3c(c(C(F)(F)F)c12)CCC3 | 10 | 12 | 2.0 | 25 | / | -1.6 | 0 | -2.2 | / | -1.1 |
| 40 | COc1ccc(-c2cc(C(=O)NC3CCCC3)no2)cc1OC | -11 | 4 | 2.4 | -7 | / | 3.3 | -2 | -0.3 | -16 | 3.0 |
| 41 | CN(C)c1ccc(C=C2SC(=S)NC2=O)cc1 | -3 | -8 | 2.6 | 0 | -1 | / | -29 | 0.4 | -26 | / |
| 42 | CCn1c(SCC(=O)OC)nnc1C1CCCCC1 | 2 | -2 | 0.6 | -8 | -7 | 2.8 | 1 | -0.9 | -37 | -2.9 |
| 43 | O=C(CCN1CCN(S(=O)(=O)c2ccc(Br)cc2)CC1)Nc1ccccc1F | 5 | 0 | -1.7 | 1 | 0 | 0.7 | -2 | 0.4 | 3 | -0.8 |
| 44 | CN(CCC#N)CC(=O)Nc1ccc(S(N)(=O)=O)cc1 | -4 | -2 | 1.8 | -3 | -1 | -0.5 | 2 | 0.2 | 27 | 2.5 |
| 45 | CCn1c2ccccc2c2cc(C#N)c(N)nc21 | / | / | 2.5 | / | -1 | -0.2 | / | / | / | -2.1 |
| 46 | O=C(CC(=O)N/N=C\c1ccc(F)cc1)NCCc1ccccc1 | -8 | -27 | 0.2 | -2 | 0 | -0.5 | 2 | -2.6 | 22 | -0.6 |
| 47 | COc1cc(CNCCc2ccc(S(N)(=O)=O)cc2)ccc1OCC(=O)NC(C)(C)C | 5 | -1 | 1.6 | 0 | / | 2.4 | 1 | 0.0 | -1 | 1.8 |
| 48 | COc1ccc(C)cc1-n1nnnc1SCC(=O)c1cc(C)n(Cc2ccco2)c1C | -25 | -2 | 1.1 | -3 | 3 | -0.9 | 6 | -2.7 | -18 | -0.6 |
| 49 | Cc1cccc2cc(C(c3nnnn3CC3CCCO3)N3CCCc4ccccc43)c(=O)[nH]c12 (stereo unspecified) | -5 | 17 | 1.7 | / | -1 | 1.2 | 2 | -2.4 | / | -0.1 |
